Screens: PubChem BioAssay, several laboratories
Alkaline phosphatase: inhibition of tissue-nonspecific alkaline phosphatase – biochemical, luminescent (AID 518) | inhibition, % at 20 µM; hits with a dose series show IC50 in µM | 0.09% of 64,000 active | purified TNAP enzyme, luminescent substrate readout; higher % means a stronger effect; in the data active means a potency from the dose series; inactive means the rest, 99 in 100 with inhibition below about 22%;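 further: plate controls were vehicle for no effect and reference inhibitor for full effect; many of its hits are not listed in these tables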
HT1080 cytotoxicity: cytotoxicity in HT1080 fibrosarcoma cells, cell-based, fluorescence readout (AID 620); HT1080 viability, fluorescence; higher % means a stronger effect; 0.42% of 87,000 active; cytotoxicity, % at 10 µM, or EC50 in µM where a hit was titrated;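 further: cells exposed to compound overnight then 4 h with Alamar Blue; 0% = vehicle DMSO and 100% = killing control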
Bfl-1 displacement: Bfl-1 inhibitors, primary screen, biochemical, fluorescence polarization, FITC-Bid, mouse (AID 432) | FITC-Bid BH3 peptide fluorescence polarization displacement; higher % means a stronger effect | displacement, % at 20 µM, or IC50 in µM where a hit was titrated | 0.02% of 64,000 active; in the data active means a potency from the dose series; inactive means the rest, 99 in 100 with displacement below about 15%; further: strong numbers were not always called active
HPDE-C7 viability: HPDE-C7 pancreatic duct cell viability loss – fluorescence, HTS (AID 430); 1.8% of 63,000 active; one-dose cytotoxicity, % at 10 µM; EC50 in µM for titrated hits; HPDE-C7 pancreatic duct cells viability, fluorescence; higher % means a stronger effect;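 further: cells exposed to compound for 48 hours before viability readout; 0% = vehicle and 100% = reference cytotoxic drug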
PMK inhibit: inhibitors of Streptococcus pneumoniae phosphomevalonate kinase; purified PMK, PK/LDH-coupled NADH absorbance 340 nm; inhibition, % at 10 µM; 0.49% of 65,000 active;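 active means top-ranked compounds by inhibition in the single 10 µM screen, taking a fixed number of the strongest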;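 further: 0% = full reaction with DMSO carrier and 100% = background rate without enzyme reaction; no value below 0 was filed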
HPDE-C7K KRASV12: cytotoxicity in KRAS-transformed pancreatic duct cells, primary screen, cell-based, fluorescence, HTS (AID 431) | HPDE-C7K KRASV12 cells, Alamar Blue viability, 48 h; higher % means a stronger effect | cytotoxicity, % at 10 µM; hits with a dose series show EC50 in µM | 1.7% of 63,000 active;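 active means compounds whose percent cytotoxicity in the single-dose primary screen, scaled between solvent and toxic-drug controls, exceeds 50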;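 further: 0% = DMSO solvent wells and 100% = doxorubicin-treated wells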
Spn MK inh: inhibitors of Streptococcus pneumoniae mevalonate kinase; 0.48% of 65,000 active; purified MK, PK/LDH-coupled NADH absorbance 340 nm; inhibition, % at 10 µM; AID 555;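 active means ranked among the strongest by inhibition in the single 10 µM screen, a fixed top-ranked set picked for dose follow-up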; further: no value below 0 was filed
LYP phosphatase: inhibition of human PTPN22 tyrosine phosphatase – biochemical, DiFMUP fluorescence, recombinant catalytic domain, 10 µM, primary screen (AID 606); recombinant LYP catalytic domain, DiFMUP fluorescence; higher % means a stronger effect; inhibition, % at 10 µM; hits with a dose series show IC50 in µM; 52,000 tested, under 10 active;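 active means IC50 under 40 µM in the dose-response test; inactive means IC50 of 40 µM or more, or never dose-tested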
Spn DPM-DC inh: inhibitors of Streptococcus pneumoniae diphosphomevalonate decarboxylase; AID 556; purified DPM-DC, PK/LDH coupled NADH fluorescence; 0.49% of 65,000 active; calls only at 10 µM;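 active means the 320 compounds with the highest percent inhibition in the single-dose primary screen, excluding strongly autofluorescent ones, cut at about 32% in these data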;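 further: kinetic rate of NADH fluorescence loss reporting ADP formed by the decarboxylase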
PMK inhibit pilot replicates: second read-out of PMK inhibit, no call of its own (marks repeat the call); inhibition, %; measured here: pilot screen replicates
Spn MK inh pilot replicates: further read-out of Spn MK inh, marked with its call; inhibition, %; measured here: pilot screen replicates
Spn DPM-DC inh pilot screen %: recorded beside Spn DPM-DC inh, whose call it bears; inhibition, %; measured here: pilot screen trials
Starred values were filed as active, the others as inactive; i = inactive; x = no result given; + = active, no number. Unless noted, no stated cut-off is given here; in the data, active means cytotoxicity above about 50%; inactive means the rest.

SMILES | Alkaline phosphatase | HT1080 cytotoxicity | Bfl-1 displacement | HPDE-C7 viability | PMK inhibit | HPDE-C7K KRASV12 | Spn MK inh | LYP phosphatase | Spn DPM-DC inh | others
Cc1cc(NC(=O)c2ccc(NC(=O)C(C)Oc3ccccc3)cc2)no1 (stereo not drawn) | 8% | 2% | -8% | -19% | 5 | -12% | 6 | 11% | i
CN(CCNC(=O)C1CC(=O)N(C2CCCC2)C1)Cc1ccccc1 (stereo not drawn) | 2% | -4% | -7% | -3% | 9 | -10% | 4 | 5% | i
COc1cccc(N=C2SC(C(=O)Nc3ccccc3F)CC(=O)N2C)c1 (stereo not drawn) | 17% | -6% | -2% | -10% | 13 | -3% | 6 | 10% | i
CC(C)C(OC(=O)CN1C(=O)COc2ccccc21)C(=O)NC1CCCC1 (stereo not drawn) | 7% | 3% | 5% | -2% | 14 | -3% | 14 | 7% | +
CCn1ccc(C(=O)Nc2ccc(Cl)cn2)n1 | 9% | 5% | 2% | -21% | 9 | -5% | 6 | 6% | i
O=C(COc1ccc(S(=O)(=O)N2CCOCC2)cc1)Nc1ccc(Cl)c(C(F)(F)F)c1 | 12% | 40% | -4% | 13% | 8 | 26% | 6 | 8% | i
CC1=C(C(=O)OCc2ccccc2)C(c2ccc(C)o2)C2=C(CCCC2=O)N1 (stereo not drawn) | 15% | 4% | 15% | 54%* | 0 | 36% | 3 | x | i | PMK inhibit pilot replicates=1.5;Spn MK inh pilot replicates=1.5;Spn DPM-DC inh pilot screen %=4.5
O=C(c1ccccc1F)N1CCc2ccccc21 | 19% | -2% | 4% | 1% | 12 | 5% | 1 | 6% | i
O=C(OCc1ccccc1)C1CCCN1C(=O)c1cccs1 (stereo not drawn) | 5% | 11% | -10% | -9% | 14 | -8% | 5 | 8% | i
CCN(CC)CCOC(=O)c1c(C)oc2ccc(O)cc12 | -3% | 0% | 1% | 1% | 7 | -1% | 3 | -2% | i | PMK inhibit pilot replicates=2.5;Spn MK inh pilot replicates=2.0;Spn DPM-DC inh pilot screen %=1.0
CCN(CC)C(=O)C1CC(=O)OC1(C)C (stereo not drawn) | 0% | 8% | 0% | -9% | 1 | -4% | 9 | 21% | i
COc1cc(N2CCCC2)c(OC)cc1/C=c1/sc2nc3ccccc3n2c1=O | 15% | -5% | -61% | -2% | 3 | -3% | 0 | x | i
O=C(CSCc1ccccc1)N1CCN(c2ccc(F)cc2)CC1 | 6% | x | 2% | -15% | 0 | -6% | 6 | 8% | i
COc1ccc(N2CCN(c3nc4c(c(=O)[nH]c(=O)n4C)n3CCCc3ccccc3)CC2)cc1 | 11% | 14% | 0% | -8% | 0 | 13% | 1 | -16% | i | PMK inhibit pilot replicates=4.0;Spn MK inh pilot replicates=2.0;Spn DPM-DC inh pilot screen %=0.0
O=C(Nc1nnc(COc2ccc(Cl)cc2)s1)C1CCCO1 (stereo not drawn) | 19% | -2% | -2% | -11% | 1 | -11% | 4 | 18% | i
O=C(CCN1C(=O)c2ccccc2C1=O)Nc1ccc(F)cc1 | -4% | -2% | -3% | -14% | 13 | -5% | 3 | 6% | i | PMK inhibit pilot replicates=1.5;Spn MK inh pilot replicates=0.5;Spn DPM-DC inh pilot screen %=0.0
CCCN1C(=O)c2ccc(C(=O)Nc3nccs3)cc2C1=O | 15% | 2% | -2% | -2% | 1 | -2% | 0 | 19% | i
O=C(NCCN1CCCCC1)c1cc2ccccc2[nH]1 | 5% | 2% | -2% | -8% | 6 | 8% | 7 | 3% | i
CCC(=O)Nc1sccc1C(=O)OC | 13% | -1% | 0% | -4% | 0 | 3% | 2 | 14% | i
Brc1ccc(CSc2nnc(-c3cnccn3)n2Cc2ccco2)cc1 | 9% | 4% | -2% | -18% | 9 | -22% | 0 | x | i
COC(=O)c1[nH]c2cccc(C)c2c1NC(=O)CN1CCN(C(=O)c2ccco2)CC1 | 8% | 5% | -4% | 2% | 9 | 1% | 4 | x | i
Cc1ccc(OCC(=O)Nc2ccc(N(C)C)cc2)cc1 | 16% | 4% | -5% | 10% | 12 | 18% | 18 | x | i
CCCOC(=O)CSC1=C(C#N)C(c2ccccc2OCC)C(C#N)C(=O)N1 (stereo not drawn) | 7% | -16% | 2% | 5% | 0 | -5% | 6 | -1% | i
O=C(CSc1ncc(-c2ccccc2)nn1)NCc1ccco1 | 7% | -5% | 2% | -18% | 3 | -14% | 9 | 14% | i
COC(=O)[C@H](C)NC(=O)Nc1ccc(OC)cc1OC | 7% | 5% | -3% | -7% | 0 | 2% | 0 | x | i
Cc1cccc(Cn2cnc3c(nnn3Cc3ccc(F)cc3)c2=O)c1 | 8% | 1% | -4% | 1% | 8 | 7% | 5 | 2% | i
CN1CCN(C(=O)CC23CC4CC(CC(C4)C2)C3)CC1 | 1% | -4% | -5% | -4% | 2 | -2% | 3 | -3% | i
CCOC(=O)c1[nH]c(C)c(C(=O)NC(C)CC)c1C (stereo not drawn) | 13% | -7% | -7% | 1% | 8 | 10% | 10 | x | i
CCC1(CC)NC(=O)NC1=O | 7% | -7% | 6% | 2% | 4 | 7% | 8 | 6% | i | PMK inhibit pilot replicates=0.0;Spn MK inh pilot replicates=1.0;Spn DPM-DC inh pilot screen %=0.0
c1ccc(-c2cc(N3CCCCCC3)n[nH]2)cc1 | 14% | -3% | -4% | -2% | 10 | 10% | 12 | 16% | i

Looked up one by one from above (3):
SMILES | Alkaline phosphatase | HT1080 cytotoxicity | Bfl-1 displacement | HPDE-C7 viability | PMK inhibit | HPDE-C7K KRASV12 | Spn MK inh | LYP phosphatase | Spn DPM-DC inh | others
Cc1ccc(OCC(=O)Nc2ccc(N(C)C)cc2)cc1 | 16% | 4% | -5% | 10% | 12 | 18% | 18 | x | i
CCC1(CC)NC(=O)NC1=O | 7% | -7% | 6% | 2% | 4 | 7% | 8 | 6% | i | PMK inhibit pilot replicates=0.0;Spn MK inh pilot replicates=1.0;Spn DPM-DC inh pilot screen %=0.0
O=C(CSc1ncc(-c2ccccc2)nn1)NCc1ccco1 | 7% | -5% | 2% | -18% | 3 | -14% | 9 | 14% | i

Following part:
SMILES | Alkaline phosphatase | HT1080 cytotoxicity | Bfl-1 displacement | HPDE-C7 viability | PMK inhibit | HPDE-C7K KRASV12 | Spn MK inh | LYP phosphatase | Spn DPM-DC inh | others
Cc1c2c(nc3c(C)cccc13)OC(C)C2 (stereo not drawn) | 1% | 4% | -5% | -19% | 9 | -8% | 0 | 17% | i
COC(=O)CSC1=C(C#N)C(=O)NC2(CCCCC2)S1 | 8% | -9% | 2% | 2% | 4 | 8% | 8 | 0% | i
COc1cc(-c2nc3ccccn3c2NCC2CCCO2)ccc1O (stereo not drawn) | 4% | -14% | 3% | 18% | 15 | 32% | 0 | x | x
COCCOC(=O)c1c(C)oc2ccc(OCc3cc(C(=O)OC)oc3C)cc12 | 6% | 11% | 6% | 43% | 13 | 42% | 37 | 7% | i
O=C(CNc1ccc(Oc2ccccc2)cc1)N1CCOCC1 | 15% | -3% | 4% | -33% | 6 | -38% | 35 | 11% | i | PMK inhibit pilot replicates=0.0;Spn MK inh pilot replicates=0.0;Spn DPM-DC inh pilot screen %=0.0
CC(C)CNS(=O)(=O)c1ccc(C(=O)Nc2ccc3c(c2)OCCO3)cc1 | 8% | -2% | -1% | 1% | 7 | -10% | 10 | x | i
Cc1ccc(C)c(N2CCN(C(=O)COc3cc(=O)n(C)c4ccccc34)CC2)c1 | 3% | -1% | 6% | -7% | 11 | 15% | 0 | -1% | i
CCn1c(SCC#N)nc2c(c1=O)C1(CCCC1)Cc1ccccc1-2 | 14% | -6% | 2% | 42% | 9 | 42% | 12 | 6% | i
CCOC(=O)c1ccc(NC(=O)C2C3C=CC(C3)C2C(=O)O)cc1 (stereo not drawn) | 12% | -4% | -4% | 4% | 13 | 0% | 7 | x | i
O=C(CSc1nc2ccccc2c(=O)[nH]1)c1ccc(O)c(O)c1 | 29% | 5% | 10% | 21% | 8 | 16% | 6 | 3% | i
CCC(=O)N=c1sc2c(OC)ccc(OC)c2n1C | 7% | 5% | 5% | 1% | 9 | 2% | 5 | -4% | i
O=C1CC(N2CCOCC2)C(=O)N1c1ccccc1Cl (stereo not drawn) | 5% | 1% | -5% | -2% | 3 | -8% | 4 | 3% | i | PMK inhibit pilot replicates=1.0;Spn MK inh pilot replicates=0.0;Spn DPM-DC inh pilot screen %=0.0
CCOC(=O)NC1(C(F)(F)F)NC(=O)N(C2CCCCC2)C1=O (stereo not drawn) | 10% | x | -3% | 2% | 5 | 7% | 4 | 6% | i
COc1ccccc1CNC(=O)CCn1c(=O)[nH]c2ccsc2c1=O | 21% | 7% | 0% | -1% | 12 | 4% | 7 | x | i | PMK inhibit pilot replicates=5.5;Spn MK inh pilot replicates=3.0;Spn DPM-DC inh pilot screen %=6.5
COc1ccc(Cc2nnc(SCC(=O)Nc3ncc(C)s3)o2)cc1 | 4% | 3% | 4% | 3% | 0 | 8% | 4 | 7% | i
OC1CCCCC1Sc1nc2ccccc2s1 (stereo not drawn) | 6% | 3% | 1% | 6% | 3 | -2% | 2 | -5% | i
Cn1nnnc1SCC(=O)c1ccco1 | 4% | -6% | -4% | -2% | 0 | -5% | 15 | x | i
COc1ccccc1CNC(=O)C1CCCN(S(=O)(=O)c2c(C)[nH]c(=O)[nH]c2=O)C1 (stereo not drawn) | 11% | x | -9% | -21% | 9 | -6% | 2 | x | i
COc1ccc(-c2ccc(-c3nnc(-c4ccncc4)o3)cc2)cc1 | 4% | 9% | 3% | -7% | 15 | -2% | 12 | -13% | + | PMK inhibit pilot replicates=6.0;Spn MK inh pilot replicates=0.0;Spn DPM-DC inh pilot screen %=9.0*
O=C(Nc1cccnc1)Nc1ccc(F)c(Cl)c1 | 16% | 2% | 0% | 25% | 10 | 14% | 6 | -1% | i | PMK inhibit pilot replicates=2.5;Spn MK inh pilot replicates=0.0;Spn DPM-DC inh pilot screen %=0.0
COC(=O)C(CC(=O)c1ccc(Br)cc1)n1ccnc1 (stereo not drawn) | 17% | 7% | 8% | 15µM* | 4 | 14µM* | 8 | -20% | i
Cc1ccc2[nH]c(=O)c(CN(C)C(=O)c3ccccn3)cc2c1 | 8% | 13% | -13% | -8% | 15 | -6% | 8 | x | i
Cc1cc(NC(c2cccnc2)c2ccc3cccnc3c2O)no1 (stereo not drawn) | 2% | 29% | 3% | 9% | 21 | 24% | 0 | 11% | i
O=S(=O)(NCc1ccco1)N1CCCCCC1 | -4% | 11% | -3% | -17% | 5 | -6% | 9 | 15% | i
Cc1cccc(N2CCN(CCNC(=O)c3cc4c(s3)CS(=O)(=O)C4)CC2)c1C | 8% | x | -8% | -4% | 0 | -2% | 7 | 9% | i
Cc1c(NC(=O)c2c(F)cccc2F)c(=O)n(-c2ccccc2)n1C | 2% | -5% | -5% | -12% | 0 | -24% | 2 | 3% | i
CCC(CC)C(=O)Nc1c2c(nn1-c1ccc(OC)cc1)CS(=O)(=O)C2 | 8% | 30% | 0% | -6% | 17 | -9% | 0 | 5% | i
